TNF death inh – inhibitors of TNF-alpha induced necroptosis in Jurkat FADD-/- cells; Jurkat FADD-/- TNF necroptosis rescue, ATP luminescence, 24 h; 0 = TNF only, 100 = no-TNF cells; activation (protection from cell death), % at 10 µM; hit rate 0.068% among 220,000;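 active = activation, meaning protection from cell death, of at least 50% relative to plate controls; inactive = activation below 50%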;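 also: necroptosis triggered by 40 ng/mL TNF-alpha added together with compound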
CHOP inh – CHOP inhibition in unfolded protein response | CHO-K1 CHOP-promoter luciferase, tunicamycin-induced, 15-18 h | inhibition, % at 10 µM | hit rate 3.8% among 220,000;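 active = compounds that reduced the stress-induced luciferase reporter signal by more than about 70% of percent inhibition, limit read from the data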;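 also: 0% = tunicamycin plus vehicle and 100% = wells without tunicamycin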
Tb hexokinase – T. brucei hexokinase 1 inhibition; hit rate 0.11% among 220,000; recombinant TbHK1, G6PDH-coupled NADH A340; AID 1430; inhibition, % at 10 µM;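 active = inhibition of 50% or more in the single-dose primary screen; inactive = inhibition below 50%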
L929 necroptosis – blocks zVAD induced death of L929 cells; viability rescue, % at 10 µM; hit rate 0.38% among 220,000; L929 zVAD necroptosis rescue, ATP luminescence, 24 h; with zVAD 60 µM; AID 1377;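 active = activation, scaled between plate controls, above about 75%, limit read from the data; inactive = activation under that limit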;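 also: 0% = zVAD with DMSO and 100% = DMSO alone without zVAD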
FXIIa inh 1536 – inhibitors of human coagulation factor XIIa | inhibition, % at 5 µM | purified FXIIa, Boc-QGR-AMC fluorogenic substrate, 2 h | hit rate 0.3% among 220,000; in the data active = inhibition above about 40%;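 also: 0% = enzyme with no compound and 100% = blank without enzyme; many of its hits are not listed in these tables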
Target sequence (P00748 20-372 limits assumed): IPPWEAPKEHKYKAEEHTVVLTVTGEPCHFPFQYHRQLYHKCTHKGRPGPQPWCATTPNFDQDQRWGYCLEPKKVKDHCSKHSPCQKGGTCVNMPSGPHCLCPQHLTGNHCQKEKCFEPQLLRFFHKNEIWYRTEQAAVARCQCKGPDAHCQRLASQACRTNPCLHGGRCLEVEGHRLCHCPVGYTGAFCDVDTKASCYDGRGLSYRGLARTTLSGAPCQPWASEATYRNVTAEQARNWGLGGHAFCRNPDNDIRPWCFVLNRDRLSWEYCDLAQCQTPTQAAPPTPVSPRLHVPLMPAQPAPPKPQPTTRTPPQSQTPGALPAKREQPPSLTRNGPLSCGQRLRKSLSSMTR
Target sequence (P00748 373-615 limits assumed): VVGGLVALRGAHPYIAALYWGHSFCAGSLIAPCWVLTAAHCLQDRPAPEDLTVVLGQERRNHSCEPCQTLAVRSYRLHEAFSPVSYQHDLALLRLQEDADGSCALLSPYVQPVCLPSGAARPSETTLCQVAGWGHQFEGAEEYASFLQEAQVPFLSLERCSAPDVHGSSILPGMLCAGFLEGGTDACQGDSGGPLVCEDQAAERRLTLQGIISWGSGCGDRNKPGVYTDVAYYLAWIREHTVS
FXIa inh 1536 – factor XIa (human) inhibition; P03951; purified FXIa, Boc-Glu-Ala-Arg-AMC fluorogenic substrate; inhibition, % at 5 µM; hit rate 0.14% among 220,000; AID 798;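 active = inhibition of at least 40%; inactive = inhibition below 40%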;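 also: fluorescence of freed AMC excited at 355 nm; 0% = enzyme without compound and 100% = no enzyme blank; many of its hits are not listed in these tables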
EP2 antag – blocks the human prostaglandin E2 receptor EP2. P43116. C6 glioma cells expressing human EP2, cAMP TR-FRET; cells stimulated with saturating PGE2. inhibition, % at 25 µM. hit rate 0.52% among 260,000. AID 1422;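 active = percent inhibition above 40 after rounding to a whole number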;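 also: rat C6 glioma host cells with rolipram phosphodiesterase inhibitor present; the protocol text gives 20 µM as final concentration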
Wee1 stabilizer – blocks degradation of human Wee1 kinase. HeLa Luc-Wee1K328M stability, luciferase luminescence; 100% = proteasome inhibitor MG132 effect. hit rate 1.2% among 220,000. AID 1321. reporter increase, % at 5 µM;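 active = activation above the mean of all tested compounds plus 3 SD, set per screening run, cut at about 8.8% in these data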;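 also: cells exposed to compound for 20 h before luminescence read; 0% = DMSO alone and 100% = MG132 at 30 µM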
PPC-1+TRAIL kill – compounds killing PPC-1 cancer cells with TRAIL present (potentiator screen, no TRAIL-free arm). PPC-1 cells + TRAIL, ATPLite viability luminescence. cell killing (% activity), % at 4 µM. hit rate 0.41% among 220,000. AID 1443;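 active = cell killing above 50% in the first pass at 4 µM, then a duplicate retest at 5 µM averaging 50% or more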;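 also: plate controls were cells with TRAIL plus DMSO for no effect and medium-only wells lacking cells for full effect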
Numbers without * were called inactive; nt = not tested or not shown; & = joins results of further samples. Only part of the results is shown; count on the stated rates, not on these rows.

The line under a structure holds: TNF death inh	CHOP inh	Tb hexokinase	L929 necroptosis	FXIIa inh 1536	FXIa inh 1536	EP2 antag	Wee1 stabilizer	PPC-1+TRAIL kill
1: CCN1C(=O)/C(=C\c2cccs2)C(C(=O)OC)=C1C
→ 0.9	26	-15	1.7	14	3	12	1	-6
2: CC1=NN(c2ccc(C(=O)O)c(N)c2)C(=O)C1
→ -0.7	1	-5	12	5	2	5	1	21
3: Cc1ccc2oc(=O)c3cnn(CC(=O)N(CCCN4CCOCC4)Cc4ccco4)c3c2c1
→ 0.6	13	-6	-0.6	9	-1	10	2	8
4: CCCCCCCCCCCCCCCC[n+]1ccc(/C=N/O)cc1
→ -15	103*	47	2.5	8	-4	1	-3	70*
5: CC1CCN(S(=O)(=O)c2cnc(Cl)c(Br)c2)CC1
→ 0.4	-25	2	-1.1	12	1	5	0	-4
6: Cc1cc(N2CCN(C)CC2)nc2ccc(NC(=O)CCC(=O)NCCC3=CCCCC3)cc12
→ 0.9	nt	-13	1.1	nt	nt	nt	-4	nt
7: CSc1nnc(SCC2=NNC(=O)SC2)s1
→ 2.3	-17	-1	0.0	6	5	11	-1	23
8: O=C(Nc1ccc(-n2nncc2-c2ccco2)cc1)c1ccc(F)cc1
→ -0.4	7	5	-0.1	0	-7	7	-2	13
9: CN(NC(=O)Nc1ccc(Cl)cc1)c1ncc(C(F)(F)F)cc1Cl
→ 0.0	nt	2	-0.4	nt	nt	9	0	nt
10: COC(=O)CSc1nc(NCc2ccccc2)nc(N(C)C)n1
→ 0.5	16	-4	2.4	-16	-7	11	1	15
11: CCN(CC)C(=O)COc1ccc(/C(C)=N/Nc2ncc(Cl)cc2Cl)cc1
→ 6.7	23	-37	1.1	8	13	12	-1	-4
12: CCOc1ccc(C2C(C(=O)NC)=C(C)Nc3nc4ccccc4n32)cc1OC (stereo not given)
→ 0.3	nt	-9	0.8	nt	nt	12	-2	nt
13: CSc1ccccc1NC(=O)Cn1nc([N+](=O)[O-])c(Cl)c1C
→ 0.7	-2	-7	1.4	7	-1	8	-3	1
14: COC(=O)CNc1nc(Cl)nc(Nc2ccc(C)cc2)n1
→ 2.7	-6	-4	3.2	1	2	2	4	-4
15: O=C(Oc1ccc(C(=S)N2CCCCC2)cc1)c1ccccc1F
→ 0.1	10	3	3.5	7	-3	4	0	5
16: Cc1cc(C)n2c(SCC(=O)N(CC(C)C)c3c(N)n(CC(C)C)c(=O)[nH]c3=O)nnc2n1
→ -0.1	25	-4	1.2	14	0	2	0	11
17: CCOC(=O)C1CCN(C(=O)Nc2ccc(C)c(Cl)c2)CC1
→ 2.0	2	-1	0.4	-1	-1	8	3	4
18: COC(=O)c1cc(-c2ccc(S(=O)(=O)N3CCCCC3)cc2)c(C(F)(F)F)s1
→ 2.8	-7	-4	-0.1	8	2	6	0	-3
19: COc1cc2c(cc1OC)C(c1cccs1)N(C(=O)c1cccc(S(=O)(=O)N(C)C)c1)CC2 (stereo not given)
→ -0.8	-5	-16	-0.6	5	4	10	6	-17
20: CCOC(=O)Cc1csc(NC(=O)c2sc3nc4ccc(C)cc4cc3c2N)n1
→ -0.9	41	-7	0.6	12	0	7	-3	15
21: N=c1c2c(-c3ccccc3)c(-c3ccccc3)n(Cc3ccco3)c2ncn1Cc1ccccc1
→ -7.0	85*	13	8.2	10	-1	20	2	30
22: CC(C(=O)Nc1ccc(S(=O)(=O)N2CCCCC2)cc1)N1CCN(c2ccccn2)CC1 (stereo not given)
→ 3.0	22	-6	0.6	nt	-5	8	-1	-9
23: Cc1nc2cc(N=NC3=C(O)CCCC3=O)ccc2s1
→ -3.7	27	-11	nt	13	7	4	-1	-12
24: CCOc1ccc(OCC)c(S(=O)(=O)NCCCN2CCOCC2)c1
→ 1.1	0	-3	-0.3	8	2	9	4	4
25: Cc1cccc(CC(C)NC(=O)CCc2nnc(-c3ccccc3)o2)n1 (stereo not given)
→ 0.4	15	-1	2.8	12	2	9	-1	4
26: O=C(Nc1cc(Cl)cc(Cl)c1)N1CCCC1
→ 2.6	7	-5	-0.1	2	-1	10	1	-8
27: CC(NC(=O)CCC1COc2ccccc2O1)c1ccccc1 (stereo not given)
→ 4.0	-1	-5	-0.7	6	1	4	-3	12
28: CC/C(=N/Nc1ccccc1)c1cnnc(-c2ccccc2)n1
→ 0.3	40	13	1.4	11	4	5	1	8
29: Nc1nc(N)nc(-c2ccc(Cl)cc2)n1
→ -2.8	16	4	0.6	-17	-4	14	3	9
30: CCOc1ccc(OCCC(=O)Nc2ccc(F)cc2C)cc1
→ 0.7	19	-4	6.8	10	-1	6	1	12
31: CCOC(=O)CSc1nnc(CNC(=O)c2cccc(C)c2)n1-c1ccccc1OC
→ 0.3	6	-1	-0.1	8	4	nt	2	-4
32: CCCCC1=CC2=CC(=O)C(C)(OC(=O)CC)C(=O)C2=CN1c1ccc(OC)cc1 (stereo not given)
→ -2.8	2	-41	2.9	9	3	16	nt	-18
33: CCOC(=O)COc1ccccc1/C=C\[N+](=O)[O-]
→ 0.9	107*	14	1.6	1	-6	92*	-2	14
34: O=c1[nH]c(CSc2ncc(-c3ccc(F)cc3)n2Cc2ccco2)nc2ccccc12
→ -0.9	34	1	0.1	11	3	3&7	-3	-6
35: CC(=O)C1C(c2ccc3ncccc3c2)NC(=O)NC1(O)C(F)(F)F (stereo not given)
→ -0.6	-18	5	-0.4	10	2	1	-1	0
36: COC(=O)C1=C(C)NC(=O)C1(NC(=O)c1cccnc1)C(F)(F)F (stereo not given)
→ -0.8	11	3	0.1	-7	-9	nt	-2	10
37: COc1ccc(S(=O)(=O)N[C@H](C(=O)O)C(C)C)cc1
→ 1.3	36	-7	0.7	0	6	15	-2	12
38: COc1cccc(C(=O)NN/C(C)=C/C(=O)C(F)(F)C(F)(F)C(F)(F)F)c1
→ 1.5	1	35	2.0	-1	-7	6	-2	9
39: CCN(CC)S(=O)(=O)c1cccc(-c2nnc(SC(C)C(N)=O)n2CCc2ccccc2)c1 (stereo not given)
→ -3.9	-15	-4	0.0	14	4	11	-2	2
40: Cc1noc(C)c1CSc1nc2sc3c(c2c(=O)n1C)CCCC3
→ 0.8	76*	-25	-0.1	7	-11	6	2	-18
41: COc1cccc(C(=O)/C=C/c2ccc(N3CCCCC3)c([N+](=O)[O-])c2)c1
→ 0.5	-6	-8	0.3	3	-1	7	1	14
42: Cc1cc2c(o1)CC(C)(C)CC2=O
→ -3.3	-13	-2	1.8	1	-6	2	-5	11
43: O=C(c1ccc(Br)o1)N1CCN(c2ccccn2)CC1
→ -2.2	5	-5	0.8	-4	-5	5	2	9
44: CCc1noc(C)c1C(=O)N1CCCC(CCC(=O)NCc2cccc(OC)c2)C1 (stereo not given)
→ -0.1	-4	-2	-0.4	4	-2	-1	-2	-14
45: CCN(CC)S(=O)(=O)c1cccc(NC(=O)CSc2nnc(N)s2)c1
→ 1.1	-9	4	0.6	2	2	8	-1	7
46: Cc1ccc(C2=NN(C(=O)CSc3nc(N)cc(N)n3)C(c3ccco3)C2)cc1 (stereo not given)
→ -1.9	6	-5	nt	17	12	7	0	29
47: Cc1ccc(CSc2nnc(SCC(=O)N/N=C/c3ccc(C(=O)O)cc3)s2)cc1
→ -0.7	26	-7	0.2	3	-4	7	-4	15
48: O=c1c2ccccc2nc(/C=C/c2ccccc2)n1CCc1ccccc1
→ 0.3	23	-2	1.1	4	-2	7	-1	3

Among those listed so far, 8 have a Cl atom.
The line under a structure holds: TNF death inh	CHOP inh	Tb hexokinase	L929 necroptosis	FXIIa inh 1536	FXIa inh 1536	EP2 antag	Wee1 stabilizer	PPC-1+TRAIL kill
5: CC1CCN(S(=O)(=O)c2cnc(Cl)c(Br)c2)CC1
→ 0.4	-25	2	-1.1	12	1	5	0	-4
9: CN(NC(=O)Nc1ccc(Cl)cc1)c1ncc(C(F)(F)F)cc1Cl
→ 0.0	nt	2	-0.4	nt	nt	9	0	nt
11: CCN(CC)C(=O)COc1ccc(/C(C)=N/Nc2ncc(Cl)cc2Cl)cc1
→ 6.7	23	-37	1.1	8	13	12	-1	-4
13: CSc1ccccc1NC(=O)Cn1nc([N+](=O)[O-])c(Cl)c1C
→ 0.7	-2	-7	1.4	7	-1	8	-3	1
14: COC(=O)CNc1nc(Cl)nc(Nc2ccc(C)cc2)n1
→ 2.7	-6	-4	3.2	1	2	2	4	-4
17: CCOC(=O)C1CCN(C(=O)Nc2ccc(C)c(Cl)c2)CC1
→ 2.0	2	-1	0.4	-1	-1	8	3	4
26: O=C(Nc1cc(Cl)cc(Cl)c1)N1CCCC1
→ 2.6	7	-5	-0.1	2	-1	10	1	-8
29: Nc1nc(N)nc(-c2ccc(Cl)cc2)n1
→ -2.8	16	4	0.6	-17	-4	14	3	9

An excerpt from above in order of count of non-hydrogen atoms, ascending.
The line under a structure holds: TNF death inh	CHOP inh	Tb hexokinase	L929 necroptosis	FXIIa inh 1536	FXIa inh 1536	EP2 antag	Wee1 stabilizer	PPC-1+TRAIL kill
37: COc1ccc(S(=O)(=O)N[C@H](C(=O)O)C(C)C)cc1
→ 1.3	36	-7	0.7	0	6	15	-2	12
35: CC(=O)C1C(c2ccc3ncccc3c2)NC(=O)NC1(O)C(F)(F)F (stereo not given)
→ -0.6	-18	5	-0.4	10	2	1	-1	0
41: COc1cccc(C(=O)/C=C/c2ccc(N3CCCCC3)c([N+](=O)[O-])c2)c1
→ 0.5	-6	-8	0.3	3	-1	7	1	14

Source: PubChem
